Yeast superoxide: reduction of superoxide in aged yeast, primary screen, HTS; S. cerevisiae aged cells, superoxide DHE fluorescence; stronger effect = lower value; superoxide response (% of plate mean), % at 10 µM; 330,000 compounds, 0.18% hits; AID 2690, 2010;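 active = superoxide response under a set limit, about three screen SD below normal, cut at about 65% in these data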;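 note: yeast aged for seven days with compound at 30 °C before DHE staining; 100% = average MFI of all compound-treated wells on the plate with controls excluded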
Efflux pump mplx: inhibitors of Candida efflux pumps in yeast, primary screen, S. cerevisiae, Nile Red, multiplex. S. cerevisiae Candida pump triplex. inhibition, % at 10 µM. 330,000 compounds, 0.44% hits;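 active = plate passing quality check with inhibition over a set limit, or well fluorescence over plate mean plus 4 SD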;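 note: Nile Red retained in pooled yeast measured as flow cytometry median fluorescence; 0% = buffer negative control and 100% = Enniatin B positive control; higher means more Nile Red kept so more efflux inhibition; some compounds called inactive have numbers as strong as hits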
ZTA DNA inh: ZTA (EBV) inhibition in EBNA-1 counter-screen | P03206 | ZTA-DNA binding, fluorescence polarization | inhibition, % at 11 µM | 320,000 compounds, 0.15% hits; in the data active = inhibition above about 33%
Target sequence (P03206 whole entry, looked up): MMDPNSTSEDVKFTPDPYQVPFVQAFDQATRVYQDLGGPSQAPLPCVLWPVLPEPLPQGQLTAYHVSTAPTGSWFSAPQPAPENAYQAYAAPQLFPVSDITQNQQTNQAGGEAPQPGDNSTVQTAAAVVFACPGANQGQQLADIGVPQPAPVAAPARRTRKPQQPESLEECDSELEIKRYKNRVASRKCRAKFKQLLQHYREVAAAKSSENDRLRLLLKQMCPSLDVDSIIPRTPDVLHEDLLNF
MEX-5 binding: MEX-5 zinc finger RNA-binding disruptors – biochemical, C. elegans, fluorescence polarization, MLPCN library, primary screen. Zinc finger protein mex-5 (Caenorhabditis elegans), Q9XUB2. MEX-5/FITC-TCR2 RNA binding; stronger effect = lower value. activity score (negative = inhibition of binding), % at 10 µM. 300,000 compounds, 0.38% hits;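 active = inhibition past about -25% in most replicates, and total fluorescence under double the plate's negative control median, limit read from the data; inconclusive = replicates evenly split on the limit, or fluorescence at least double controls; inactive = too little inhibition in most replicates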;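 note: 0% = DMSO and -100% = 5 µM competing unlabeled TCR2 RNA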
GLD-1 TGE inh: GLD-1/TGE RNA complex disruptors, primary screen, biochemical, fluorescence polarization. Female germline-specific tumor suppressor gld-1 (Caenorhabditis elegans), Q17339. purified GLD-1 + fluorescein TGE RNA. inhibition, % at 5.96 µM. 320,000 compounds, 0.44% hits. AID 2280, 2010;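 active = percent inhibition above a per-plate cutoff, the plate mean of test compounds plus 3 SD, cut at about 30% in these data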;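 note: 0% = DMSO wells with GLD-1 and probe and 100% = wells lacking GLD-1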
Target sequence (Q17339 whole entry, looked up): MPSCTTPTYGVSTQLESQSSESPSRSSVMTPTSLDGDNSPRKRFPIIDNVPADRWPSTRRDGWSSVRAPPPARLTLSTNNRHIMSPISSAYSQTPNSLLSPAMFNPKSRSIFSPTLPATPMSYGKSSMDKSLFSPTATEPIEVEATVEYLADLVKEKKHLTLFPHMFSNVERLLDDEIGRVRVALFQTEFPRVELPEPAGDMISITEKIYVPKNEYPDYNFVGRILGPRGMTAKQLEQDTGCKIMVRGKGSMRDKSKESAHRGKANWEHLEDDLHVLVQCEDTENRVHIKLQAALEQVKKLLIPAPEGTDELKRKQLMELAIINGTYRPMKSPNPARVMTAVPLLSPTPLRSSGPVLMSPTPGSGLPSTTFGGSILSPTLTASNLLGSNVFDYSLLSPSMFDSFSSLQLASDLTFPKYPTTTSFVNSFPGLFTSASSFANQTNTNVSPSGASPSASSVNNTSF
BCLXL inh: inhibitors of human Bcl-xL, primary screen, biochemical, fluorescence polarization, HTS; GST-Bcl-xL / FITC-Bim BH3 peptide fluorescence polarization; inhibition, % at 10.9 µM; 320,000 compounds, 0.7% hits; AID 2129, 2009;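 active = inhibition above the mean of all tested compounds plus 3 SD, cutoff set per campaign, cut at about 30% in these data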;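 note: 0% = DMSO wells and 100% = unlabeled Bim-BH3 peptide competitor; inhibitors lower millipolarization by displacing the labeled peptide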
EBNA-1 inh: EBNA-1 DNA-binding inhibitors, primary screen, biochemical, fluorescence polarization. inhibition, % at 14.8 µM. 300,000 compounds, 0.34% hits; in the data active = inhibition above about 28%
MCL1 BIM primary: inhibitors of MCL1 binding to BIM-BH3, primary screen, biochemical, fluorescence polarization | Induced myeloid leukemia cell differentiation protein Mcl-1 (Homo sapiens), Q07820 | inhibition, % at 10.9 µM | 320,000 compounds, 0.68% hits | AID 2057, 2009 | GST-MCL1 / FITC-Bim-BH3 fluorescence polarization;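 active = inhibition above the mean inhibition of all tested compounds plus 3 SD, set per campaign, cut at about 40% in these data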;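 note: 0% = DMSO wells and 100% = unlabeled Bim-BH3 peptide control; higher means more loss of mP so more displacement of Bim peptide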
Target sequence (Q07820 whole entry, looked up): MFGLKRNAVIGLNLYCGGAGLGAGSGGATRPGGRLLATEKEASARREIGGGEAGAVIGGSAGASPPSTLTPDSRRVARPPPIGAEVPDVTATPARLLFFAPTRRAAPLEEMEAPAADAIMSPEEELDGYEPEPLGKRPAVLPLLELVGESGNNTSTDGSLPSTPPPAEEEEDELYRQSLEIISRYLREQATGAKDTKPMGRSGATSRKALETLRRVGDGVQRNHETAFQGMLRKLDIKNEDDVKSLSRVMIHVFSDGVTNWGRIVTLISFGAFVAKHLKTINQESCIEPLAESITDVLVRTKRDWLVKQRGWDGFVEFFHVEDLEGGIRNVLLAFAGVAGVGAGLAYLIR
Fam108B inh: mouse Fam108B serine hydrolase inhibitors, primary screen, counter-screen for RBBP9 inhibitor project, biochemical, fluorescence polarization | recombinant Fam108B, FP-Rh probe fluorescence polarization | inhibition, % at 9.51 µM | 300,000 compounds, 0.33% hits | AID 1947, 2009;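 active = inhibition above the screen mean inhibition plus 3 SD, computed separately per campaign, cut at about 18% in these data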;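 note: inhibitors lower polarization as less probe binds the enzyme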
The depositor's hits bear a star; ? = inconclusive; / = no result given.

SMILES | Yeast superoxide | Efflux pump mplx | ZTA DNA inh | MEX-5 binding | GLD-1 TGE inh | BCLXL inh | EBNA-1 inh | MCL1 BIM primary | Fam108B inh
N#CCC(=O)N/N=C/c1cn(Cc2cccc3ccccc23)c2ccccc12 | 93.7 | 0.1 | 7.7 | 2.0 | -3.4 | -5.1 | 0.5 | -1.4 | -2.1
O=C(COC(=O)c1cccc(S(=O)(=O)NCc2ccccc2)c1)c1ccc2c(c1)OCCO2 | 82.4 | 0.0 | 2.8 | -1.1 | 3.0 | 7.5 | 9.2 | 13.4 | -10.7
CCOC(=O)C1(CC2CCCCO2)CCN(C2CCSCC2)CC1 (centres undefined) | 103.4 | -0.2 | -5.1 | 0.3 | 3.6 | 2.6 | 5.6 | 1.5 | -2.5
N#C/C(=C/c1ccc(N2CCOCC2)o1)C(=O)N1CCOCC1 | 101.0 | 0.2 | 9.6 | ? | -242.1 | -142.8 | -3.9 | -307.5 | 2.8
O=C(NCCCc1ccc(F)cc1)C1CCC(=O)N(CCN2CCOCC2)C1 (centres undefined) | 96.8 | -0.1 | 7.4 | 2.2 | 0.6 | 7.7 | 6.3 | 5.8 | 1.9
COCCN(Cc1ccccc1)C(=O)c1ccc(C(=O)c2ccccc2)cc1 | 110.9 | 0.1 | -2.9 | / | 8.4 | 3.6 | / | 9.8 | /
Cc1ccc2c(CC(=O)Nc3cccc(S(=O)(=O)N4CCOCC4)c3)coc2c1 | 111.7 | 0.1 | -25.6 | -1.1 | 8.9 | 3.2 | -6.1 | 4.9 | 0.5
COc1cc(C(c2nnnn2C2CCCC2)N2CCN(C)CC2)cc(OC)c1OC (centres undefined) | 95.3 | 0.0 | 4.6 | 1.8 | 5.0 | 7.2 | 8.9 | 6.2 | 0.5
O=C(Nc1ccccc1Oc1ccccc1)c1cnccn1 | 101.3 | -0.1 | -13.7 | -2.5 | 0.1 | 5.4 | -6.4 | 12.4 | 5.1
O=C(NC(=S)NC(c1ccccc1)c1ccncc1)c1ccccc1 (centres undefined) | 109.9 | -0.1 | -2.1 | -3.5 | 0.7 | 5.8 | 4.5 | 6.4 | 5.5
CCOC(=O)c1cc2c(ccn2-c2ccc(F)cc2)n1CC(=O)NC(C)(C)C | 83.5 | 0.7 | 1.0 | 1.1 | 9.4 | 0.1 | -11.6 | 1.4 | 3.4
O=C(CCN1C(=O)C2CCCCC2C1=O)Nc1nc2ccc(F)cc2s1 (centres undefined) | 96.4 | 0.0 | 10.1 | / | -3.0 | -9.4 | / | -14.1 | /
Cc1ccc(CNC(=O)CCCn2nc(C)n3ccnc3c2=O)cc1 | 95.8 | 0.1 | 0.9 | -2.2 | 3.5 | 0.6 | -1.6 | -3.5 | -2.1
Cc1ccc(-c2nnc(Cc3ccc([N+](=O)[O-])cc3)o2)cc1 | 106.5 | 0.1 | 6.5 | -1.6 | 3.2 | 10.5 | -5.3 | 9.4 | -1.5
CCC(C)[C@H](N)c1cn([C@@H](Cc2cc3ccccc3[nH]2)C(=O)N2CCNCC2)nn1 (some centres undefined) | / | / | -6.0 | 2.9 | -3.7 | 4.6 | -17.0 | 11.4 | -1.6
Cc1cc(C)c(S(=O)(=O)N(C)CC(=O)NC2CCCC2)c(C)c1 | 101.0 | 0.0 | -10.1 | 0.8 | 0.1 | 0.4 | 1.4 | 4.6 | 2.4
COc1ccc(OC)c(NC(=O)C2COc3ccccc3O2)c1 (centres undefined) | 98.2 | 0.1 | -0.7 | 0.3 | -6.5 | 4.0 | -3.3 | -5.2 | -1.0
Cc1cc(C(=O)CCl)c(C)n1CCc1ccc(Cl)cc1 | 103.9 | 0.1 | 20.5 | -0.4 | -6.1 | 2.9 | -8.7 | 2.6 | -1.9
Cc1cc2nccc(-c3ccco3)n2n1 | 93.9 | 3.3 | -8.4 | -0.8 | 4.9 | 6.0 | -1.3 | 7.6 | 5.5
Cc1c(NC(=O)C(C)OC(=O)c2cc3c4ccccc4n(C)c3s2)c(=O)n(-c2ccccc2)n1C (centres undefined) | 123.6 | 0.0 | 4.4 | 0.5 | -6.0 | 7.4 | -1.2 | -1.5 | 5.9
Cn1c(=O)oc2cc(S(=O)(=O)N3CCN(c4ccccn4)CC3)ccc21 | 107.5 | 0.0 | -3.0 | 1.1 | 2.5 | 1.1 | 0.6 | 0.2 | 5.7
CC(=O)Nc1ccc(S(=O)(=O)Oc2cccc(N3C(=O)C4CC=CCC4C3=O)c2)cc1 (centres undefined) | 109.3 | 0.1 | -5.5 | 0.9 | -0.4 | 1.6 | 1.6 | -1.2 | 5.5
COc1ccc(CN(C)CC(=O)Nc2ccc(Cl)cc2C(F)(F)F)c(OC)c1 | 101.2 | 0.6 | -0.3 | 1.0 | -7.4 | 4.4 | -1.0 | 9.2 | 5.5
CCOC(=O)c1cccc(NC(=O)CSc2nnc(COc3ccccc3C)o2)c1 | 124.6 | 0.0 | -11.9 | -0.1 | 4.0 | 1.8 | -15.7 | 8.3 | -1.8
O=C(Nc1ccccc1Cl)C1CCN(S(=O)(=O)c2cccc3nonc23)CC1 | 106.4 | 0.5 | -2.9 | -2.3 | -1.9 | -1.7 | -18.5 | -3.0 | -2.8
C=C(C)C1Cc2c(C)nn(-c3cccc4ccccc34)c2C1 (centres undefined) | 96.5 | 0.0 | 6.2 | 0.5 | 11.2 | 4.3 | 14.9 | 0.7 | -0.6
CC1CCC2(CC1)NC(CO)(CO)CO2 (centres undefined) | 126.2 | 0.0 | -18.8 | -0.1 | 2.0 | -4.2 | -7.4 | 4.2 | 2.7
CC(C)C1CC(c2csc(N)n2)CCO1 (centres undefined) | 94.5 | -0.1 | -0.2 | -1.6 | 19.6 | 18.1 | 4.2 | 22.6 | -1.6
FC(F)(F)c1cccc(-c2cc(C3CCNCC3)[nH]n2)c1 | 90.2 | 0.0 | 12.1 | 0.0 | -1.7 | 6.4 | 4.1 | 0.5 | 5.1
O=C(Nc1cc(NC(=O)c2ccccc2F)ccc1Cl)c1ccccc1 | 96.5 | 0.0 | -6.4 | 2.6 | -4.9 | -0.5 | 8.7 | -2.0 | -1.6
COc1ccc(N(CC(=O)N2CCCCC2)S(=O)(=O)c2c(C)nn(C)c2C)cc1 | 114.5 | 0.0 | -2.2 | -0.4 | -9.7 | 2.0 | 3.5 | 5.0 | -0.1
N#Cc1ccc(COC(=O)c2cnc3ccccc3n2)cc1 | 66.6 | 0.0 | 6.5 | -1.1 | -0.8 | -2.3 | -3.1 | -10.2 | -1.4
COc1cc(NS(=O)(=O)c2csc(C(N)=O)c2)cc(OC)c1 | 86.6 | 0.0 | 10.1 | 0.8 | 2.3 | -1.8 | -1.6 | -2.4 | 2.3
Cc1nc2nc3c(c(=O)n2[nH]1)CCCC3 | 87.6 | -0.1 | 6.6 | 2.2 | 1.7 | 4.3 | -6.0 | 2.7 | -1.8
CC12CCC(=O)N1C(C(=O)Nc1cccc(F)c1)CS2 (centres undefined) | 90.8 | -0.6 | 2.7 | 1.3 | 5.1 | 1.4 | 1.9 | 3.0 | -2.5
O=c1[nH]c(CN2CCN(c3ccc(F)cc3)CC2)nc2ccccc12 | 91.7 | 0.0 | 3.2 | -0.5 | 2.7 | 3.1 | 0.8 | 2.3 | 2.2
Cn1c(SCC(=O)NCCc2ccccc2)nnc1-c1ccco1 | 105.2 | 0.0 | -12.9 | / | 2.4 | 1.9 | -2.6 | -1.6 | 0.2
CCCCC[C@H](O)/C=C/[C@@H]1[C@@H](C/C=C\CCCC(=O)OC)[C@@H](O)C[C@H]1O | 162.7 | 0.1 | -0.9 | -2.6 | 3.4 | 1.9 | -0.5 | 6.9 | 1.4
Cc1cccn2c(=O)c(/C=C(\C#N)S(=O)(=O)c3ccccc3)c(N3CCCCC3)nc12 | 101.3 | 0.0 | -17.5 | -2.3 | 2.5 | 15.0 | -12.4 | 1.1 | -7.4
COC/C=C/C1=CC2=CC(=O)C(C)(OC(=O)c3cnc4ccccc4n3)C(=O)C2=CN1Cc1ccccc1 (centres undefined) | 76.6 | 0.3 | 4.7 | -2.0 | 11.2 | 13.9 | 2.8 | 32.0 | 7.2
CC1CCN(c2nc3c(c(=O)[nH]c(=O)n3C)n2CC(C)CSc2nnnn2-c2ccccc2)CC1 (centres undefined) | 94.0 | -0.1 | -6.6 | 1.0 | 2.0 | 2.5 | 3.1 | 4.9 | 2.6
Cc1ccc2oc(C(=O)Nc3ccc(S(=O)(=O)Nc4onc(C)c4C)cc3)cc(=O)c2c1 | 104.7 | -0.1 | 17.1 | 0.0 | -4.5 | 9.3 | 9.0 | 10.6 | -1.1
O=C1C=C(c2cccc(Cl)c2)C[C@@H](c2ccc(Cl)cc2)C1 | 98.2 | -0.1 | -3.6 | / | -1.2 | -0.7 | / | 0.3 | /
COc1ccccc1NS(=O)(=O)c1cc(C(=O)NCC(c2cccs2)N2CCOCC2)ccc1C (centres undefined) | 99.8 | -0.1 | 8.9 | -2.5 | -0.5 | -2.3 | -2.9 | -3.0 | 1.5
CCN1C(=O)C(CC(=O)Nc2ccc(OC)cc2)N(Cc2ccc(OC)c(OC)c2)C1=S (centres undefined) | 97.7 | -0.1 | -6.0 | -1.4 | -1.8 | -1.4 | -2.5 | 1.4 | -3.3
Cc1ccc(S(=O)(=O)N2CCCCC2)cc1C(=O)Nc1ccccn1 | 117.3 | 0.3 | 4.8 | -0.2 | -2.6 | -0.5 | 3.7 | -7.3 | 0.8
Cc1noc(C)c1C(=O)N(C)CC(=O)Nc1ccc(F)c(F)c1F | 102.3 | -0.1 | 3.6 | -0.9 | 5.4 | -2.9 | -1.0 | -2.0 | 1.6
COc1ccc(CCNC(=O)CCc2nnc(Cc3ccc4c(c3)OCO4)o2)cc1 | 102.3 | 0.0 | -18.6 | 2.3 | 1.4 | 2.3 | -8.2 | 3.0 | 4.4
COc1ccc(S(=O)(=O)N2CCn3c2nc2ccccc23)cc1 | 89.5 | 0.0 | 10.1 | 0.2 | 8.8 | 9.0 | -8.7 | 2.4 | -2.5
COCCN(C(=O)C1CCC1)c1c(N)n(CC(C)C)c(=O)[nH]c1=O | 123.2 | 0.0 | -11.0 | / | -0.8 | 0.1 | / | 6.9 | /
C#CCSc1nsc(SCC#C)c1C#N | 132.6 | 0.2 | -3.1 | -2.6 | -2.9 | 7.0 | 2.8 | 32.5 | 3.6
CCn1ncc([N+](=O)[O-])c1C(=O)Nc1cc(C)on1 | 94.5 | -0.2 | -11.4 | 1.5 | 4.5 | 4.3 | 8.1 | 2.6 | -0.8

Part of the list above with just Yeast superoxide, GLD-1 TGE inh and BCLXL inh.
mol	Yeast superoxide	GLD-1 TGE inh	BCLXL inh
COc1ccc(CCNC(=O)CCc2nnc(Cc3ccc4c(c3)OCO4)o2)cc1	102.3	1.4	2.3
COc1ccc(CN(C)CC(=O)Nc2ccc(Cl)cc2C(F)(F)F)c(OC)c1	101.2	-7.4	4.4
COC/C=C/C1=CC2=CC(=O)C(C)(OC(=O)c3cnc4ccccc4n3)C(=O)C2=CN1Cc1ccccc1 (centres undefined)	76.6	11.2	13.9

From PubChem
